H9c2 TAG inh – inhibitors of triacylglycerol accumulation. H9c2 cells, Nile Red lipid (TAG) fluorescence; cells loaded with 200 µM oleic acid. inhibition, % at 12.5 µM. 0.66% of 230,000 active. AID 651582;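 active = pattern-corrected inhibition of lipid staining of at least 50% with the nuclear-stain viability signal not falling by more than 50%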;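 also: 0% = DMSO wells and 100% = triacsin C control wells; some results filed as inactive read as strong as hits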
H9c2 TAG inh DAPI viability – further read-out of H9c2 TAG inh, marked with its call; DAPI nuclei signal change (viability), lower = more cytotoxic, %;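 whole-well DAPI fluorescence read on a plate reader as a viability signal; minus 50 percent equals half of cells still viable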
Numbers without * were called inactive. This is a subset (hit frequency here may not be typical).

Values in the order – H9c2 TAG inh	H9c2 TAG inh DAPI viability
Cc1ccc(NC(=O)CNC(=O)c2sc3ccccc3c2Cl)nc1
 : -7	4
CC(=O)C(CC(=O)N1CCCC1)C(=O)Nc1ccc(Cl)cc1 (stereo not drawn)
 : -16	2
OC[C@@H](O)[C@@H](O[C@H]1O[C@H](CO)[C@@H](O)[C@H](O)[C@H]1O)[C@H](O)[C@@H](O)CO
 : 6	-4
CS/C(=N\S(=O)(=O)c1cccs1)Nc1ccc(F)c(Cl)c1
 : -12	-2
Cc1ccccc1C(=O)Nc1sc2c(c1C(=O)O)CCC2
 : -3	-15
O=C(OCCNc1ccc(C(F)(F)F)cc1[N+](=O)[O-])c1cc2ccccc2oc1=O
 : 5	2
O=C(CSc1ccccn1)c1ccc2c(c1)OCO2
 : -46	0
Cc1onc(-c2c(Cl)cccc2Cl)c1C(N)=S
 : -6	-5
COCC(C)n1c(C)cc(C(=O)COC(=O)c2c(C)nn(-c3ccccc3)c2C)c1C (stereo not drawn)
 : 1	-7
COc1ccc2[nH]cc(CCNC(=O)Cc3ccc(F)cc3)c2c1
 : 4	-2
CC(C)(C)NC(=O)C(c1ccccn1)N(C(=O)c1csnn1)C1CCCCC1 (stereo not drawn)
 : -6	1
CCCCN1C(=O)c2ccc(C(=O)N(C)CC(=O)Nc3ccc(OCC)c(OCC)c3)cc2C1=O
 : 10	-6
O=C(O)Cn1cc(CN2CCOCC2)c2ccccc21
 : 10	-1
Nn1cc(-c2ccccc2)nc1SCC(=O)N1CCN(S(=O)(=O)c2ccc3ccccc3c2)CC1
 : 15	-6
Cc1ccc(S(=O)(=O)N2CCN(C(C)C(=O)Nc3ccccc3-c3ccccc3)CC2)cc1 (stereo not drawn)
 : 8	-9
O=C(NNC(=S)Nc1ccccc1C(F)(F)F)C1CC1
 : -10	5
Cc1nc2sc(C(c3ccc(Cl)cc3)N3CCOCC3)c(O)n2n1 (stereo not drawn)
 : -8	5
CCCN(CC(=O)Nc1ccccc1C)C(=O)c1ccc(N2CCCC2=O)cc1
 : -1	-7
CCOC(=O)C1Cc2c([nH]c3ccccc23)CN1 (stereo not drawn)
 : 1	3
CC1CCCC(C)N1C(=O)COC(=O)CN1C(=O)c2ccccc2C1=O (stereo not drawn)
 : 4	0
COc1ccc2[nH]c(=O)c(CN(C(=O)C(C)C)c3ccccc3OC)cc2c1
 : 6	-14
CCN(c1ccccc1)S(=O)(=O)c1ccc(OC)c(NC(=O)c2ccc(=O)[nH]c2)c1
 : -4	2
O=C(Nc1ccccc1)N1CCCN(c2c(Cl)cncc2Cl)CC1
 : -18	14
CC(Sc1nncs1)C(=O)Nc1ccc2c(c1)OCO2 (stereo not drawn)
 : -6	9
COc1ccc(-c2csc(Nc3ccc(S(=O)(=O)Nc4cc(C)on4)cc3)n2)cc1C
 : -6	-12
COc1ccc(NC(=O)c2cc(-c3cc(Cl)ccc3OC)n[nH]2)c(C)c1
 : 21	-16
C[N+]1(CC(=O)OCCCc2ccccc2)CCCCC1
 : 18	-13
Cc1cccc(N(Cc2ccccc2)C(=O)c2ccc(F)c(S(=O)(=O)N3CCOCC3)c2)c1
 : -5	-8
NC(=O)NC(CC(=O)NCCc1ccc(S(N)(=O)=O)cc1)c1ccccc1Cl (stereo not drawn)
 : -4	3
CCOC(=O)C(C)Oc1cccc2c(=O)n(CC(=O)NCCc3ccccc3)ccc12 (stereo not drawn)
 : 3	4

Ordered by heavy-atom count (ascending): part of the list above
Values in the order – H9c2 TAG inh	H9c2 TAG inh DAPI viability
O=C(CSc1ccccn1)c1ccc2c(c1)OCO2
 : -46	0
Cc1ccccc1C(=O)Nc1sc2c(c1C(=O)O)CCC2
 : -3	-15
NC(=O)NC(CC(=O)NCCc1ccc(S(N)(=O)=O)cc1)c1ccccc1Cl (stereo not drawn)
 : -4	3

(continued)
Values in the order – H9c2 TAG inh	H9c2 TAG inh DAPI viability
O=c1cc(-c2ccc(O)c(O)c2)oc2cc(O)cc(O)c12
 : 0	0
Cc1ccc(CCNC(=O)CNC(=S)N(Cc2ccccc2)Cc2cccnc2)cc1
 : -3	0
CC1(C)C(=O)Nc2ccccc2N1C(=O)COC(=O)CSc1ccc(Cl)cc1
 : -5	2
O=S(=O)(Nc1ccccc1O)c1ccc(-c2ccccc2)cc1
 : 4	8
CCOc1ccc(OCCC(=O)Nc2ccc(N3CCOCC3)cc2N2CCOCC2)cc1
 : 11	0
O=C(Cc1ccc(Cl)c(Cl)c1)Nc1ccc(SC(F)F)cc1
 : -35	6
C#Cc1ccc(C(=O)Nc2ccc(N3CCC(C)CC3)c(C(N)=O)c2)cc1
 : 5	-5
CCOc1ccc(S(=O)(=O)N2CCOCC2)cc1NC(=O)CSCC(=O)Nc1ccc(C)cc1
 : 26	-3
CCCCN(C=O)c1c(CC)nc2ccc(C(=O)N3CCCCC3)cn12
 : 2	2
Cc1cc(C)c(S(=O)(=O)N2CCN(C(=O)c3cc(=O)[nH]c4ccccc34)CC2)c(C)c1
 : -5	0
CCC(C(=O)NCCC(C)C)N(Cc1ccccc1Cl)C(=O)c1snc(C(N)=O)c1N (stereo not drawn)
 : 14	-1
O=C(Nc1ccc(S(=O)(=O)Nc2ccccc2)cc1)c1ccc(CN2CCOCC2)cc1
 : -6	9
COc1ccc(N2CCN(S(=O)(=O)CCNC(=O)/C=C/c3ccccc3)CC2)cc1
 : 32	-14
O=C1OCCC1Sc1nc(-c2ccccc2)cs1 (stereo not drawn)
 : -8	5
O=S(=O)(c1ccc(OCC(O)CN2CCCCC2)cc1)N1CCOCC1 (stereo not drawn)
 : -6	8
Cc1ccc(S(=O)(=O)N2[C@@H](c3ccc(Br)cc3)C(C(=O)O)=CC[C@H]2c2ccc(Cl)cc2)cc1
 : 8	1
COc1ccc(-n2c(CN3CCN(Cc4ccccc4)CC3)nc3ccc([N+](=O)[O-])cc3c2=O)c(OC)c1
 : 0	11
O=S(=O)(c1ccc(F)cc1)N1CCN(S(=O)(=O)c2cccs2)CC1
 : -17	10
CCN(C(=O)COC(=O)c1cc(C)n(-c2ccc(F)cc2)c1C)C1CCS(=O)(=O)C1 (stereo not drawn)
 : 2	-1
CCCNC(=O)CCn1cc(-c2ccc(OC)cc2)nc1-c1ccncc1
 : -5	5
O=C(NNC(=O)C12CC3CC(CC(C3)C1)C2)c1csc(N2CCOCC2)n1
 : 5	-2
CCN(CC(=O)Nc1ccc(OC)cc1)C(=O)Cc1ccsc1
 : 3	0
COC(=O)C1=C(C)N(Cc2ccccc2)C(=O)N[C@H]1c1ccccc1
 : 3	-1
COc1ccccc1NC(=O)/C(N=Nc1ccc(C)c(S(=O)(=O)Nc2ccccc2Cl)c1)=C(\C)O
 : 30	1
O=C(CCS(=O)(=O)c1ccccc1)NNC(=O)COc1ccc(F)cc1
 : 0	-8
CCN(Cc1ccccc1)C(=O)COC(=O)Cn1cnc2ccccc21
 : 0	0
Cc1ccc(S(=O)(=O)CCc2nc3ccccc3[nH]2)cc1C
 : 1	5
C[C@]12CCC3c4ccc(O)cc4CCC3C1CC/C2=N\N (stereo partly drawn)
 : 48	-24
O=C(CSc1nc2ccccc2[nH]1)Nc1ccc2c(c1)OCCO2
 : -3	4
CCOC(=O)C1=C(C)Nc2ccccc2N=C1NC(=O)C1CCN(C(=O)c2ccccc2C)CC1
 : -8	4

Reformatted in markdown: entries from further up.
| molecule | H9c2 TAG inh | H9c2 TAG inh DAPI viability |
| --- | --- | --- |
| O=C(CSc1nc2ccccc2[nH]1)Nc1ccc2c(c1)OCCO2 | -3 | 4 |
| COc1ccc(-n2c(CN3CCN(Cc4ccccc4)CC3)nc3ccc([N+](=O)[O-])cc3c2=O)c(OC)c1 | 0 | 11 |

(more compounds)
COc1c(C)cc(C(=O)C2CCCN(C(=O)C3=C(C)OCCO3)C2)cc1C (stereo not drawn)
- H9c2 TAG inh: -4
- H9c2 TAG inh DAPI viability: 1
Cc1ccc2c(CC(=O)NCC(=O)Nc3c(C)cccc3C)coc2c1
- H9c2 TAG inh: 5
- H9c2 TAG inh DAPI viability: 5
Cn1c(=O)c2c(nc(SCCN3CCCCC3)n2C)n(C)c1=O
- H9c2 TAG inh: 5
- H9c2 TAG inh DAPI viability: 6
C=CCOc1ccccc1C1C2=C(CC(C)(C)CC2=O)Nc2c1c(=O)n(C)c(=O)n2C (stereo not drawn)
- H9c2 TAG inh: -10
- H9c2 TAG inh DAPI viability: 10
COc1ccc(-c2cc(C(F)(F)F)n3nc(C(=O)N4CCOCC4)nc3n2)cc1
- H9c2 TAG inh: 2
- H9c2 TAG inh DAPI viability: -2
CCc1nnc(NC(=O)CSc2nc3cccnc3n2C2CCCCC2)s1
- H9c2 TAG inh: 9
- H9c2 TAG inh DAPI viability: -12
COC(=O)c1ccc([C@@H]2C[C@H]3CN(Cc4cccnc4)C(=O)[C@]34CCCN24)cc1
- H9c2 TAG inh: -6
- H9c2 TAG inh DAPI viability: 7
CNc1ccc(/C=C(\C#N)c2ccccn2)cc1[N+](=O)[O-]
- H9c2 TAG inh: -8
- H9c2 TAG inh DAPI viability: 9
c1cc(-c2ccc(N3CCOCC3)cc2)n2ccnc2c1
- H9c2 TAG inh: -20
- H9c2 TAG inh DAPI viability: 76
COc1ccc(CC(=O)OCc2cc(=O)n3cc(Br)ccc3n2)cc1OC
- H9c2 TAG inh: -8
- H9c2 TAG inh DAPI viability: 0
O=C(NCc1ccc(Cl)cc1)c1n[nH]c([N+](=O)[O-])c1Cl
- H9c2 TAG inh: 1
- H9c2 TAG inh DAPI viability: -3
Cn1nnnc1SCC(=O)c1ccc(Br)s1
- H9c2 TAG inh: 2
- H9c2 TAG inh DAPI viability: 10
COc1cccc(Nc2c([N+](=O)[O-])cncc2[N+](=O)[O-])c1
- H9c2 TAG inh: 11
- H9c2 TAG inh DAPI viability: -4
CN(C)CCOc1ccc(Cl)cc1C(C)(C)C
- H9c2 TAG inh: 2
- H9c2 TAG inh DAPI viability: 0
O=C(COc1ccccc1F)OCC(=O)N1CCc2ccccc21
- H9c2 TAG inh: 4
- H9c2 TAG inh DAPI viability: 0

CS(=O)(=O)N1CCN(C(=O)c2ccccc2F)CC1
- H9c2 TAG inh: -5
- H9c2 TAG inh DAPI viability: 6
COC(=O)Cn1ccnc1[N+](=O)[O-]
- H9c2 TAG inh: 4
- H9c2 TAG inh DAPI viability: -7
COc1ccccc1CNC(=O)CN1CCN(Cc2ccc(Cl)cc2)C1=O
- H9c2 TAG inh: -41
- H9c2 TAG inh DAPI viability: -7
COc1cc(C2C(C#N)=C(N)Oc3n[nH]c(-c4cccnc4)c32)cc(Br)c1O (stereo not drawn)
- H9c2 TAG inh: 10
- H9c2 TAG inh DAPI viability: -7
COC(=O)/C=c1/s/c(=C(\C#N)C(=O)NCc2ccco2)n(-c2ccc(C)cc2)c1=O
- H9c2 TAG inh: -17
- H9c2 TAG inh DAPI viability: -4
COc1cc(CNCCN2CCOCC2)ccc1OCc1ccc(Cl)cc1Cl
- H9c2 TAG inh: 36
- H9c2 TAG inh DAPI viability: 0
C#CCOCCOCCOCCNc1nc(N2CCN(C(=O)Cn3cc(CC(C)O)nn3)CC2)nc(N2CCN(C(=O)[C@H](CCCCN)n3cc(CC(C)O)nn3)CC2)n1 (stereo partly drawn)
- H9c2 TAG inh: 11
- H9c2 TAG inh DAPI viability: 4
Cc1ccc(C(=O)Nc2ccc(C(=O)/C=C/c3cccs3)cc2)cc1
- H9c2 TAG inh: 19
- H9c2 TAG inh DAPI viability: 4
Cc1cc(C=O)c(O)cc1O
- H9c2 TAG inh: -7
- H9c2 TAG inh DAPI viability: 6
CC(=O)c1ccc2c(c1)C1C=CCC1C(c1ccncc1)N2 (stereo not drawn)
- H9c2 TAG inh: 12
- H9c2 TAG inh DAPI viability: 7
Cc1ccccc1C(=O)Nc1ccnn1C1CCN(Cc2cnn(C(C)C)c2)CC1
- H9c2 TAG inh: 5
- H9c2 TAG inh DAPI viability: 8
C1=C(c2cc3ccccc3cn2)CCCC1
- H9c2 TAG inh: -10
- H9c2 TAG inh DAPI viability: 9
CCCCn1c(N)c(N(CC(C)C)C(=O)C2CC(=O)N(Cc3ccco3)C2)c(=O)[nH]c1=O (stereo not drawn)
- H9c2 TAG inh: 7
- H9c2 TAG inh DAPI viability: 4
Cc1ccccc1-c1nnn(CC(=O)N2CCN(C(=O)c3ccco3)CC2)n1
- H9c2 TAG inh: -4
- H9c2 TAG inh DAPI viability: -3
CN1OCC(S(=O)(=O)c2ccccc2)C1c1ccccc1 (stereo not drawn)
- H9c2 TAG inh: 17
- H9c2 TAG inh DAPI viability: -2

Reformatted with bars between the fields: entries from further up
smiles | H9c2 TAG inh | H9c2 TAG inh DAPI viability
COC(=O)Cn1ccnc1[N+](=O)[O-] | 4 | -7
COc1ccccc1CNC(=O)CN1CCN(Cc2ccc(Cl)cc2)C1=O | -41 | -7
COC(=O)/C=c1/s/c(=C(\C#N)C(=O)NCc2ccco2)n(-c2ccc(C)cc2)c1=O | -17 | -4
Cc1cc(C=O)c(O)cc1O | -7 | 6
Cc1ccc(C(=O)Nc2ccc(C(=O)/C=C/c3cccs3)cc2)cc1 | 19 | 4
Cc1ccccc1C(=O)Nc1ccnn1C1CCN(Cc2cnn(C(C)C)c2)CC1 | 5 | 8

(next part)
CSc1ccccc1C(=O)NCCS(=O)(=O)N1CCN(c2ccc(F)cc2)CC1
- H9c2 TAG inh: -5
- H9c2 TAG inh DAPI viability: -4
N/N=C/C(=N\Nc1ccc(Cl)cc1)C(=O)c1ccncc1
- H9c2 TAG inh: 7
- H9c2 TAG inh DAPI viability: -4
O=C(COC(=O)c1cc(Cl)nc(Cl)c1)NCc1ccc2c(c1)OCO2
- H9c2 TAG inh: -9
- H9c2 TAG inh DAPI viability: 5
COc1cc(OC)c(C=CC(=O)c2ccccc2O)c(OC)c1
- H9c2 TAG inh: -1
- H9c2 TAG inh DAPI viability: -11

High-throughput results: PubChem BioAssay, Sanford-Burnham Center for Chemical Genomics
